# Screening results: PubChem, Sanford-Burnham Center for Chemical Genomics
# APJ agonist – agonists of human apelin receptor APJ, primary screen, CHO-K1 cells, PathHunter beta-arrestin, luminescence; P35414; activation, % at 20 µM; 0.11% of 330,000 active; 0% DMSO wells, 100% apelin;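 active = activation more than six SD over the plate average, tested at 20 µM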;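 also: 0% = DMSO alone and 100% = apelin-13 at 10 nM; some results filed as inactive read as strong as hits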
#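 Assay system – PathHunter CHO-K1 APJ (AGTRL-1) beta-arrestin reporter cells · Compound – one dose, 20 µM compound, 1% DMSO · Timing – compound 90 min 25 °C, reagent 1 h · Measured by – luminescence from split beta-galactosidase complementation, Galacton Star/Emerald II substrate · Measure – beta-arrestin recruitment to APJ as agonist activity, luminescent signal · Benchmarks – DMSO vs Apelin-13 10 nM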
# CXCR6 inh – CXCR6 receptor inhibitors, primary screen, cell-based, beta-arrestin, luminescence, CHO-K1 PathHunter, 1536-well. C-X-C chemokine receptor type 6 (Homo sapiens), O00574. inhibition, % at 20 µM. AID 602244, 2012. 0.36% of 360,000 active; in the data active = inhibition above about 34%, passing the limit was not always enough;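 also: antagonist mode with CXCL16 agonist at 10 nM final; 0% = 10 nM CXCL16 with DMSO and 100% = unstimulated wells without agonist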
# Target sequence (O00574 whole entry, looked up): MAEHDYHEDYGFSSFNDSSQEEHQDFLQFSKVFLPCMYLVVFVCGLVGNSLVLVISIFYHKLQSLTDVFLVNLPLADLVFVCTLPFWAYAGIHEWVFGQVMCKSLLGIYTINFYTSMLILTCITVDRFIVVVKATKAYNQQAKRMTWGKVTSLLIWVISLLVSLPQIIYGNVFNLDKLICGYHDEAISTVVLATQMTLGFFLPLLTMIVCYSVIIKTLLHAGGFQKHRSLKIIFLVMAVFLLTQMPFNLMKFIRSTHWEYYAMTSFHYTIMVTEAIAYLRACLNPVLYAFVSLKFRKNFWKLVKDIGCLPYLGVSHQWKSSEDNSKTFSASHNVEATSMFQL
# EBI2 antag – EBI2 receptor antagonists, beta-arrestin recruitment, primary screen, cell-based, luminescence, 7a,25-OHC stimulation, uHTS. AID 651636, 2012. inhibition, % at 5 µM. G-protein coupled receptor 183 (Homo sapiens), P32249. 0.81% of 360,000 active. 7a,25-OHC stimulated; in the data active = inhibition above about 38%;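 also: enzyme fragment complementation signal reports receptor beta-arrestin coupling in cells; 0% = agonist plus DMSO wells and 100% = wells without agonist; some results beyond the cut were filed as inactive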
# UBC13 polyUb – UBC13 polyubiquitin chain formation inhibitors, primary screen, biochemical, TR-FRET, uHTS; Ubiquitin-conjugating enzyme E2 N (Homo sapiens), P61088; inhibition, % at 20 µM; 0.47% of 330,000 active; in the data active = inhibition above about 45%, passing the limit was not always enough
# Target sequence (P61088 whole entry, looked up): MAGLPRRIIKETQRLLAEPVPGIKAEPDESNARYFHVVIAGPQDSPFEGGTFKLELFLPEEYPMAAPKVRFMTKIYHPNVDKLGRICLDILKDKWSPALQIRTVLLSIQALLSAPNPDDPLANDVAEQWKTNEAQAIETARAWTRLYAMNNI
# APJ antagonist – antagonists of human apelin receptor APJ, primary screen, CHO-K1 cells, beta-arrestin complementation, luminescence. P35414. inhibition, % at 20 µM. 0.32% of 330,000 active. AID 2521, 2010;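 active = inhibition above about 40% at 20 µM, limit read from the data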;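 also: cells challenged with 10 nM apelin-13 agonist together with compound; plate controls were apelin-13 plus DMSO wells for no effect and DMSO wells lacking apelin-13 for full effect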
# Gli-Sufu block – Gli-Sufu pathway antagonists, primary screen, luciferase luminescence, Sufu-KO-LIGHT cells, uHTS; inhibition, % at 5 µM; 0.74% of 340,000 active; Sufu-KO-LIGHT fibroblasts, Gli luciferase reporter luminescence;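 active = inhibition above about 55%, limit read from the data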;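 also: 0% = DMSO-treated cells and 100% = wells with medium but no cells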
# ATG4B inhibitor – ATG4B protease inhibitors, primary screen, biochemical, fluorescence, uHTS; AID 504462, 2011; 0.51% of 340,000 active; inhibition, % at 8.33 µM; Cysteine protease ATG4B (Homo sapiens), Q9Y4P1; ATG4B cleavage of LC3-PLA2, NBD-HPC fluorescence, 1 h; in the data active = inhibition above about 40%
# Target sequence (Q9Y4P1 whole entry, looked up): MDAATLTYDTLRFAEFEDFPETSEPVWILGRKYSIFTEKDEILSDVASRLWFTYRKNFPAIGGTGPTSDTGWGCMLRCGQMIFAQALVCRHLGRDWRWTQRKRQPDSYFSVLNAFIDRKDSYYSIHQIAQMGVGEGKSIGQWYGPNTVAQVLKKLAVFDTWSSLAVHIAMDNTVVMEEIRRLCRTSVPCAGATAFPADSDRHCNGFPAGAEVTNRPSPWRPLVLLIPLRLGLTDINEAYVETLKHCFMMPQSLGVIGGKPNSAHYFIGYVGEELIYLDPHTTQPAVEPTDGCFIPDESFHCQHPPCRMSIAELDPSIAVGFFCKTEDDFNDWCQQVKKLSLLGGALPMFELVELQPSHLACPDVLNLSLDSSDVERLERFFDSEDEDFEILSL
# CCR6 antag – CCR6 receptor antagonists, primary screen, cell-based, CHO-K1, luminescence, beta-arrestin, uHTS. 0.49% of 340,000 active. C-C chemokine receptor type 6 (Homo sapiens), P51684. inhibition, % at 20 µM. CHO-K1 CCR6 PathHunter beta-arrestin, CCL20-stimulated. AID 493098, 2011;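 active = compounds whose inhibition of the agonist-driven luminescence signal at 20 µM reaches about 50%, limit read from the data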;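 also: cells stimulated with CCL20 at 14 nM final; plate controls were DMSO with CCL20 for no effect and DMSO without agonist for full effect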
# Active calls of the source: *; / = not tested or not shown.
mol	APJ agonist	CXCR6 inh	EBI2 antag	UBC13 polyUb	APJ antagonist	Gli-Sufu block	ATG4B inhibitor	CCR6 antag
Cc1cc(C(C)(C)C)ccc1OCCN1CCCC1	-0.2	9.5	-8.6	-0.1	-7.6	2.4	22.7	-1.9
CCOC(=O)C1C(c2ccccc2)C(C(=O)OCC)S(=O)(=O)C(CCN(CC)CC)S1(=O)=O (centres undefined)	-1.5	2.0	-1.4	-2.1	-26.0	1.3	-11.7	4.2
Cc1sc2ncn(CC(=O)N3CCCCC3)c(=O)c2c1C	-1.1	10.7	-2.3	5.2	7.5	27.4	8.3	-3.0
COc1ccc2cc(CCNC(=O)c3ccco3)c(=O)[nH]c2c1	2.9	-2.8	-11.8	-3.9	-2.9	-48.7	10.3	2.6
CC(=O)c1ccc(NCCC(=O)c2ccccc2)cc1	-0.2	-4.5	0.5	-11.6	7.9	-35.6	-20.4	2.3
CC1(C2CCC3(C)OC3C2)CO1 (centres undefined)	/	1.0	-4.2	/	/	2.9	-17.2	0.3
Cn1cccc1CC(=O)N/N=C\c1c2ccccc2cc2ccccc12	5.8	-1.3	-4.5	-18.6	-1.0	1.5	-0.3	8.8
CCN1C=C(Cc2cccs2)C2=C(C1)C(c1cccs1)C(C#N)=C(N)O2 (centres undefined)	-4.4	8.9	5.7	-19.7	40.8*	-45.1	-0.5	32.5
COc1ccc(-c2nnc(SCC(=O)c3cc(C)n(Cc4cccs4)c3C)o2)cc1	10.0	-4.7	-7.9	2.9	2.0	-1.1	-4.9	29.6
Cc1ccc(N=CC2=C(O)CC(C)(C)CC2=O)nc1	-3.8	6.6	-17.6	5.6	17.7	1.0	-2.3	1.2
CC(O)(c1ccc(Cl)cc1)C(c1ccccc1)c1ccccn1 (centres undefined)	/	5.1	7.6	/	/	8.3	-2.1	21.2
COC(=O)COc1ccc(Cl)cc1C1Nc2ccccc2C(=O)N1c1ccc(OC)cc1 (centres undefined)	4.3	6.7	-4.1	15.1	12.7	-37.5	-7.3	1.1
CCNC(=O)CN1C(=O)NC(CCc2ccccc2)C1=O (centres undefined)	-1.1	-6.4	1.4	1.8	13.8	6.6	-0.9	11.7
CCOC(=O)Oc1ccc(C(=O)OCCCN(C)C)cc1OC	-2.2	-6.2	-9.9	-4.3	3.9	-1.6	-4.7	3.2
O=C(O)c1ccc(Cl)c(N2C(=O)Nc3ccccc3N2O)c1	-2.0	0.3	-4.5	-14.5	-22.6	2.5	-1.5	-10.2
O=C(Cc1ccccc1)Nc1ccccc1C(=O)NCC1CCCO1 (centres undefined)	-5.8	0.1	-9.1	-1.3	7.6	-2.1	8.9	5.2
CCCCOc1ccccc1C(=O)NCCCC(=O)O	7.7	0.2	1.1	-3.2	4.7	9.8	-2.6	-1.9
Cc1ccc(N(CCCCN2C(=O)c3ccccc3C2=O)C(=O)c2cccc([N+](=O)[O-])c2)cc1	-3.4	4.6	33.7	0.8	10.0	15.2	20.7	15.1
CCc1nnc(NC(=O)CN2CCOCC2)s1	-2.7	-13.0	3.2	-1.2	21.2	-6.7	-7.7	11.6
CN(C)CCN1C(=O)C(O)=C(C(=O)c2ccco2)C1c1ccccc1F (centres undefined)	8.6	-3.8	-5.2	0.3	-9.8	7.0	-8.6	0.6
C=CCCCCCCCCc1nc(SCC(C)=O)n[nH]1	1.4	-0.6	10.9	-7.4	-14.9	-2.9	8.6	14.8
Cc1ccc2[nH]c(=O)c(-c3nc4c(C)cccn4c3NCc3ccco3)cc2c1	2.9	2.0	24.5	-5.2	-29.7	-5.9	-7.7	-0.8
C[C@@H]1CN([C@H](C)CO)C(=O)c2cc(NC(=O)Nc3ccc(C(F)(F)F)cc3)ccc2O[C@H]1CN(C)S(=O)(=O)c1ccccc1	-2.0	3.8	10.6	-9.9	11.4	22.5	-28.1	-11.5
Cc1cc(C)nc(Oc2ccc([N+](=O)[O-])cc2)n1	0.9	-2.1	-1.0	-5.8	20.8	-3.6	-3.5	9.7
CC(Sc1nccn1C)C(=O)c1ccc(Br)cc1 (centres undefined)	1.4	0.3	-1.2	4.8	6.6	-26.7	-2.2	-1.3

# Continuation:
# Order of values – APJ agonist	CXCR6 inh	EBI2 antag	UBC13 polyUb	APJ antagonist	Gli-Sufu block	ATG4B inhibitor	CCR6 antag
Cc1sc2ncnc(SCC(=O)NC3CCCC3)c2c1C
 : 0.4	-0.4	-0.2	7.3	-10.8	-2.6	-3.3	12.2
CC(C)(C)OC(=O)NNC(=O)c1cccs1
 : -2.8	-4.2	5.7	-1.9	0.3	-11.4	3.9	-2.2
COc1cc(NC(C)=O)ccc1-c1cc2ccccc2oc1=O
 : -3.3	5.0	-5.1	0.1	6.6	-2.8	-10.8	-11.8
Cc1ccc(NC(=O)COC(=O)CN2CCCCCC2=O)c(C)c1
 : 0.5	-2.6	-1.7	4.3	8.2	3.1	-4.7	5.0
CCOc1ccc(N2C(=O)CC(Sc3nc(C)cc(C)c3C#N)C2=O)cc1 (centres undefined)
 : -4.1	1.5	-2.9	-8.1	2.3	-24.5	2.0	12.0
CC(Sc1n[nH]c(N)n1)C(=O)Nc1cccc(S(=O)(=O)N2CCOCC2)c1 (centres undefined)
 : -3.2	2.1	2.2	1.3	4.2	-2.6	2.7	18.8
Cc1cc(N(CCO)CCO)nc(-n2nc(C)cc2C)n1
 : 0.8	-0.4	-11.9	-12.6	1.0	-1.4	5.3	-12.9
COc1ccc(NC(=O)CSc2n[nH]c(N)n2)cc1OC
 : -1.2	1.5	-0.6	-15.4	-3.9	-6.6	-11.3	-9.0
COc1ccc(S(=O)(=O)NC2CC3CCC2C3)cc1Br (centres undefined)
 : -2.4	-2.6	-2.3	7.0	4.2	4.1	-5.9	8.2
COc1ccccc1/C=C/C=N/NC(=O)Cc1cccs1
 : -2.7	-6.1	-9.1	1.6	-4.8	-13.8	-10.2	-17.8
CC1(C)Cc2c(c(-c3ccco3)nc3sc4c(NCCO)ncnc4c23)CO1
 : -1.8	1.1	14.4	16.5	4.9	10.0	-27.8	3.5
COc1ccc(Nc2nc(N3CCOCC3)nc(N3CCOCC3)n2)c(OC)c1
 : -1.8	-0.5	-12.7	-4.5	-11.1	59.4*	-3.2	-3.0
O=C1CCC/C(=N\NC(=O)c2ccc(COc3ccccc3-c3ccccc3)cc2)C1
 : -4.4	6.3	2.8	14.4	9.1	-1.8	0.2	13.1
CCSc1nnc(NC(=O)CSc2nnc(CNC(=O)c3ccc(OC)c(OC)c3)o2)s1
 : 0.4	-9.5	-8.1	-11.2	-4.4	-2.1	-8.0	-19.1
CCC(CC)c1nnc(NC(=O)COc2ccc3c(C)cc(=O)oc3c2)s1
 : 0.4	0.8	-6.6	-22.8	3.0	5.7	-4.0	-4.8
O=C(Nc1ccc(F)c(F)c1)c1oc2ccccc2c1NC(=O)C1CCCO1 (centres undefined)
 : -2.5	4.2	-11.9	4.9	-14.3	-16.3	-2.2	10.9
CCc1c(C)sc(NC(=O)c2ccoc2C)c1C(N)=O
 : -10.9	5.0	-6.4	16.7	32.1	-15.9	-6.8	13.7
COc1ccc(N2C(=O)C(CC(=O)Nc3ccccc3)N(Cc3ccccn3)C2=S)cc1 (centres undefined)
 : -0.9	4.3	4.9	-4.8	-2.7	10.9	4.0	12.7
CCOC(=O)C1CCCN(C2CC(=O)N(c3cccc(C)c3)C2=O)C1 (centres undefined)
 : -4.2	-12.5	-3.6	12.9	-17.6	1.3	-14.1	-1.8
CCOc1ccccc1NC(=O)COC(=O)c1ccc2ccccc2n1
 : -3.1	-3.0	-13.8	23.6	2.2	-1.6	3.4	13.7

# 4 entries out of the list, sorted by SMILES length, lowest first.
# Order of values – APJ agonist	CXCR6 inh	EBI2 antag	UBC13 polyUb	APJ antagonist	Gli-Sufu block	ATG4B inhibitor	CCR6 antag
Cc1sc2ncnc(SCC(=O)NC3CCCC3)c2c1C
 : 0.4	-0.4	-0.2	7.3	-10.8	-2.6	-3.3	12.2
COc1ccccc1/C=C/C=N/NC(=O)Cc1cccs1
 : -2.7	-6.1	-9.1	1.6	-4.8	-13.8	-10.2	-17.8
CCOc1ccccc1NC(=O)COC(=O)c1ccc2ccccc2n1
 : -3.1	-3.0	-13.8	23.6	2.2	-1.6	3.4	13.7
COc1ccc(N2C(=O)C(CC(=O)Nc3ccccc3)N(Cc3ccccn3)C2=S)cc1 (centres undefined)
 : -0.9	4.3	4.9	-4.8	-2.7	10.9	4.0	12.7

# (more compounds)
# Order of values – APJ agonist	CXCR6 inh	EBI2 antag	UBC13 polyUb	APJ antagonist	Gli-Sufu block	ATG4B inhibitor	CCR6 antag
COc1ccc(OC)c(C2Nc3c(Cl)ccc(C(=O)O)c3C3C=CCC32)c1 (centres undefined)
 : -3.0	-1.0	2.2	-9.7	-3.4	0.8	-2.8	6.9
CCc1ccc(NC(=O)C(=O)NNC(=O)c2cccc(OC)c2)cc1
 : -2.9	6.8	0.4	-3.9	-0.9	25.0	6.0	12.1
Cc1ccc(NC(NC(=O)c2ccccc2[N+](=O)[O-])C(Cl)(Cl)Cl)cc1 (centres undefined)
 : 2.0	6.3	6.5	-0.6	0.2	-9.1	-2.9	12.1
Cc1ccc(CN2CCN(CC(=O)N/N=C/c3ccc(C)o3)CC2)cc1
 : -2.4	11.4	-1.4	3.2	-0.6	7.0	-3.5	-3.5
C/C(CC(=O)Nc1cccc(Cl)c1C)=N\NC(=O)Cc1csc(N)n1
 : -2.8	-0.1	-2.0	-1.8	3.5	17.7	6.2	12.0
CN(C)C(CNC(=O)CCNC(=O)c1ccc(Br)cc1)c1ccco1 (centres undefined)
 : 1.7	-4.9	1.5	-0.1	13.1	7.8	7.0	6.4
Cc1ccc(-c2ccc(=O)n(Cc3ccc(F)cc3Cl)n2)cc1
 : 0.3	-6.0	1.1	8.2	-1.7	4.2	17.9	13.0
O=[N+]([O-])c1ccccc1S(=O)(=O)Oc1ccc(C(=S)N2CCOCC2)cc1
 : 1.7	-4.0	-8.1	1.2	-10.5	18.3	3.4	1.6
O=C(N/N=C/c1cccnc1)c1cc2c(ccc3ccccc32)o1
 : 3.4	-6.9	1.1	-6.3	-17.9	2.8	-15.2	12.9
CCOC(=O)Cn1nc(/C=C/c2ccc(C(C)C)cc2)ccc1=O
 : -0.4	-11.0	-10.1	6.5	-13.2	-19.7	-10.8	24.4
CCc1ccccc1N(CC(=O)N1CCN(c2ccccc2)CC1)S(C)(=O)=O
 : 0.7	3.1	-24.9	1.9	3.4	-1.3	-16.2	6.4
